UTI89 phage lysis – inhibition of K1F phage lysis, E. coli UTI89, bacterial capsule biogenesis inhibitors, alamar blue (AID 488966) | E. coli UTI89 K1F phage lysis, alamar blue, 2 h; higher % means a stronger effect | one-dose inhibition, % at 100 µM; IC50 in µM for titrated hits | 340,000 compounds, 0.02% hits;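 active = phage lysis inhibition, versus mean bacterial control, above a set limit; inconclusive = no clear call, values can overlap the other calls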;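 also: capsule biogenesis inhibitors block K1F phage lysis so surviving cells raise fluorescence; higher fluorescence means more inhibition of phage lysis; actives were called in the ten point dose series up to 300 µM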
MgcRacGAP inhibition – MgcRacGAP GTPase-activating activity inhibitors, confirmation, biochemical, ADP Hunter fluorescence | MgcRacGAP-stimulated Rac1 GTP hydrolysis, ADP Hunter fluorescence; higher % means a stronger effect; GST-tagged Rac1 F28L mutant substrate | 340,000 compounds, 0.6% hits | AID 624330 | one-dose inhibition, % at 30 µM; IC50 in µM for titrated hits;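 active = first-screen hits whose inhibition reached a set limit at any dose in the follow-up dose series; inconclusive = inhibition above the set first-screen limit but never retested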;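 also: fluorescence reports GDP produced by GAP-driven GTP hydrolysis; strong numbers were not always called active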
Large T inhibition – TAg ATPase/helicase activity blockers – biochemical (AID 1903); inhibition, % at 20 µM, or IC50 in µM where a hit was titrated; SV40 large T antigen ATPase/helicase inhibition assay; higher % means a stronger effect; 310,000 compounds, 0.39% hits; in the data active = a potency from the dose series; inconclusive = inhibition mostly from about 32% at the one dose, without a potency; inactive = the rest, 99 in 100 with inhibition below about 32%; also: strong numbers were not always called active
RSV antiviral HEp-2 – RSV antiviral activity via CPE protection, HEp-2 cells, primary 10 µM value included (AID 2391). CPE inhibition, % at 10 µM; hits with a dose series show IC50 in µM. 310,000 compounds, 0.13% hits. HEp-2 cells, RSV-induced CPE inhibition; higher % means a stronger effect; in the data active = a potency from the dose series; inconclusive = CPE inhibition mostly from about 23% at the one dose, without a potency; inactive = the rest, 99 in 100 with CPE inhibition below about 21%; also: strong numbers were not always called active
Myeloid diff 2 – myeloid differentiation induction | ER-HoxA9 myeloid progenitors, lysozyme-GFP differentiation, flow cytometry | calls only at 10 µM | 360,000 compounds, 1% hits | AID 624256;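 active = normalized GFP-positive differentiation at or above the plate's own cutoff, the solvent-only control mean plus 3 SD; inconclusive = no clear call, values can overlap the other calls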;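 also: cells exposed to compound for four days before flow analysis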
Salmonella PhoP GFP – PhoP-dependent GFP reporter repression – Salmonella Typhimurium, primary screen (AID 1863); S. Typhimurium PhoP-regulated promoter GFP reporter, 4 h; higher % means a stronger effect; inhibition, % at 50 µM; hits with a dose series show IC50 in µM; 300,000 compounds, 0.16% hits;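 active = inhibition over 29.93%, a cutoff 3 SD above the screen mean, later confirmed by dose response; inconclusive = inhibition over 29.93% but no dose response follow-up; inactive = inhibition at most 29.93% or unconfirmed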;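 also: 0% = low Mg2+ inducing control and 100% = high Mg2+ repressing control; strong numbers were not always called active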
NTR1 agonist – NTR1-driven beta-arrestin-GFP spot formation – imaging, U2OS cells, high content, primary screen (AID 493036). P30989. agonist mode. activation, % at 20 µM. 330,000 compounds, 0.17% hits;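 active = activation at or above 40% of the spot to cytoplasm intensity ratio, with at least 20 cells analyzed; inconclusive = wells under 20 cells, flagged as cytotoxic or low count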;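 also: 0% = DMSO without peptide and 100% = 100 nM NTR1 peptide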
Target sequence (P30989 whole entry, looked up): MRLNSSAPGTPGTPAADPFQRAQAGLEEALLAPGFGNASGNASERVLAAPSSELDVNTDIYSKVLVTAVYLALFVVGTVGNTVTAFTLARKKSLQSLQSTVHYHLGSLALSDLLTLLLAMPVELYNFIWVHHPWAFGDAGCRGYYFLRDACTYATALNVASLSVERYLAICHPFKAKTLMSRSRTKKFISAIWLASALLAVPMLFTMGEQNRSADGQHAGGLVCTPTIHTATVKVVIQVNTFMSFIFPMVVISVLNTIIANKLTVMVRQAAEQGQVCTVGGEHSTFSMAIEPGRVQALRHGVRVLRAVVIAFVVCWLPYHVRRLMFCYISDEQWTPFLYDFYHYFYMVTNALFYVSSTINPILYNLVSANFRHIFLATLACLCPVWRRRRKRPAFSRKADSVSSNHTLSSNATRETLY
TNAP activators – human TNAP enzyme activators, primary screen, biochemical, luminescent, no phosphate acceptor, uHTS (AID 1001). purified TNAP, luminescent activation assay, no phosphate acceptor; higher activation fold means a stronger effect. one-dose activation fold at 20 µM; EC50 in µM for titrated hits. 200,000 compounds, 0.03% hits; in the data active = activation fold from about 3, or a potency from the dose series; inactive = the rest, 99 in 100 with activation fold below about 1.6; also: many of its hits are not listed in these tables
T cell HTS – modulates CD8 T cell binding to vesicles; calls only at 7 µM; AID 2052; 2C CD8+ T cell-vesicle binding, flow cytometry; stronger effect = lower value; 330,000 compounds, 0.068% hits;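 active = response, share of CD8 T cells binding vesicles, and their 90th percentile fluorescence all below set limits, cut at about 80% in these data, passing the limit was not always enough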
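Material: 2C TCR transgenic mouse naive CD8+ T cells, MACS-purified. Also added: QL9-charged Drosophila Ld/ICAM-1/B7-1 vesicles. Timing: binding 1.5 h at 37 °C. Measured by: high-throughput flow cytometry with anti-B7-1 and anti-CD8 staining. Read-out: percent CD8+ FL2 mean versus row control. Controls: Unloaded micro-vesicles (low), QL9 vesicles with 0.7% DMSO (high).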
T cell HTS vesicle-bound % – further read-out of T cell HTS, marked with its call; double positive events, %; measured here: CD8+ vesicle-bound cell fraction;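 binding gate set so that unloaded-vesicle control wells show 10% double positive cells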
NTR1 agonist cell count 20 µM – recorded beside NTR1 agonist, whose call it bears; cell count; measured here: cell count, cytotoxicity flag
Myeloid diff 2 GFP+ MAC1+ % – second read-out of Myeloid diff 2, no call of its own (marks repeat the call); GFP+ MAC1+ double positive, %; measured here: differentiation confirmed by MAC1 staining
Numbers without * were called inactive; i = inactive; ? = inconclusive; nt = not tested or not shown; [ ] = remark or other dose. Not a hit list, and some 2.3% of all compounds hit somewhere here.

Values run as follows: UTI89 phage lysis	MgcRacGAP inhibition	Large T inhibition	RSV antiviral HEp-2	Myeloid diff 2	Myeloid diff 2 GFP+ MAC1+ %	Salmonella PhoP GFP	NTR1 agonist	NTR1 agonist cell count 20 µM	TNAP activators	T cell HTS	T cell HTS vesicle-bound %
CCOC(=O)c1ccccc1CN1C(=O)c2ccccc2S1(=O)=O
  0.0%	nt	8%	1.2%	i	0.4	-3%	0.7	101	nt	i	62
Cc1ccccc1CSc1nnc(-c2ccccn2)n1N
  0.1%	5%	3%	2.0%	i	3.6	7%	-2.3	95	1.1	i	32
CO/N=C(/C(=O)N[C@@H]1C(=O)N2C(C(=O)O)=CCS[C@H]12)c1cnc(N)s1
  nt	nt	36%	-1.1%	i	1.7	16µM*	nt	nt	nt	i	28
CC(=O)c1c(C)[nH]c(C(=O)OCC(=O)N(C)C)c1C
  0.7%	2%	5%	0.9%	i	1.8	-3%	-0.3	50	1.1	i	21
COc1ccccc1NS(=O)(=O)c1cc(NC(=O)c2cc(=O)[nH]c3ccccc23)ccc1N1CCOCC1
  0.2%	14%	12%	4.0%	i	0.2	nt	5.8	46	nt	i	40
Cc1ccc(C(NC(=O)c2ccccc2S(C)(=O)=O)c2ccccc2)cc1 (stereo not given)
  0.3%	4%	2%	1.6%	i	1.4	11%	-0.2	41	nt	i	36
Cc1cc(C)cc(NC(=O)CSc2nnc(-c3ccccc3Br)o2)c1
  0.6%	11%	-10%	2.8%	i	2.0	4%	2.9	66	1.1	i	36
C=CCNC(=O)/C(=C\c1cccc([N+](=O)[O-])c1)NC(=O)c1ccccc1
  1.7%	-3%	12%	12%	i	0.4	6%	1.8	50	1	i	50
COc1cc(N2N=C(c3ccccc3)CC2c2ccccc2)c(C=O)cc1C=O (stereo not given)
  -0.2%	-7%	3%	?	i	0.5	5%	4.5	50	nt	i	55
Cc1[nH]c2ccccc2c1/C=C(/C#N)C(=O)NC(C)C
  0.2%	8%	8%	?	i	0.9	0%	-0.6	101	1	i	26
COc1ccc(N2CCN(S(=O)(=O)c3ccc4c(c3)NC(=O)C(C)C(=O)N4)CC2)cc1 (stereo not given)
  -0.8%	15%	5%	0.3%	i	2.6	nt	1.1	65	nt	i	13
CC(c1ccccc1)C(NC(=O)OCC1c2ccccc2-c2ccccc21)C(=O)O (stereo not given)
  1.3%	11%	7%	3.9%	i	0.8	nt	0.5	61	nt	i	52
CN(Cc1ccccc1)C(=O)c1ccc(NC(=O)Cc2cccc(NC(=O)C3CCN(C(=O)C4CCC4)CC3)c2)cc1
  1.5%	1%	nt	2.4%	i	2.2	nt	-1.0	64	nt	i	45
Cc1noc(C)c1C(=O)NC(C)c1ccc2c(c1)OCO2 (stereo not given)
  2.7%	-2%	5%	-0.8%	i	5.2	1%	2.4	77	1.1	i	62
COc1cc(C=O)ccc1OCc1c(C)noc1C
  0.6%	2%	nt	3.9%	i	2.7	-2%	0.6	59	1.2	i	24
CC(C)C(=O)Nc1c(-c2ccccc2)c(=O)c2ccccc2n1C
  0.9%	7%	3%	nt	i	0.7	2%	-1.1	53	nt	i	56
N#CC1(NC(=O)CN2C(=O)c3ccc([N+](=O)[O-])cc3C2=O)CCCCC1
  1.3%[50 µM]	1%	12%	-2.0%	i	0.9	4%	0.4	69	nt	i	30
COc1cc(/C=N/NC(=O)c2ccc(-c3ccccc3)cc2)cc(OC)c1OC
  4.3%	6%	8%	1.4%	i	0.9	-10%	1.4	51	1	i	33
CCN(C[C@H]1N[C@@](C)(C(=O)OC)[C@H]2C(=O)N(Cc3ccccc3)C(=O)[C@@H]12)C(=O)c1ccc(F)cc1
  0.1%	6%	nt	nt	i	1.8	nt	-2.3	68	nt	i	50
COc1ccc(OC)c(NC(=O)c2ccc(-c3cccs3)cc2)c1
  0.3%	5%	0%	15%	i	0.6	-2%	0.8	86	1.1	i	57
COc1ccccc1/C=C/C(=O)NCc1cccnc1
  0.3%	-15%	-4%	-0.1%	i	0.2	2%	-1.7	83	1.1	i	39
Cc1nnc2c3ccccc3c(-c3cccs3)nn12
  -0.1%	4%	13%	17%	i	0.0	0%	0.8	58	1.1	i	40
CCn1c(SCC(=O)NC(=O)c2ccccc2OC)nc2ccccc21
  0.8%[50 µM]	10%	11%	1.0%	i	0.5	-5%	-0.4	79	nt	i	63
CCCc1[nH]nc2c1C(c1ccoc1)C(C#N)=C(N)O2 (stereo not given)
  2.6%	3%	14%	3.1%	i	0.4	4%	17	39	1	i	43
COc1cccc(/C=C/C(=O)NNC(=O)c2ccco2)c1OC
  0.9%[50 µM]	4%	nt	0.6%	i	0.9	nt	-2.2	57	nt	i	29
O=c1[nH]c(S)nc2sc3c(c12)CCCC3
  -1.3%	13%	16%	20%	i	1.9	-1%	0.3	89	1.1	i	44
CCN(CC)S(=O)(=O)c1ccc(N)cc1
  2.7%	-4%	8%	0.5%	i	0.6	-6%	0.7	54	1.1	i	27
CCCn1cnc2cc(NC(=O)c3cccs3)ccc21
  0.3%	7%	-1%	-1.2%	i	0.2	-8%	-0.5	61	1	i	14
C[C@]12CCC(=O)C=C1C=C[C@@H]1[C@@H]2CC[C@@]2(C)[C@H]1CC[C@@]21CCC(=O)O1
  0.6%[50 µM]	13%	22%	4.4%	i	0.6	-2%	-0.9	91	nt	i	25
CC(C)(C)[C@H]1CCC(=O)N([C@H](CSc2ccc(Br)cc2)Cc2ccccc2)CC1
  1.1%	10%	nt	-1.4%	i	2.4	nt	11	52	nt	i	37
O=C(Nc1ccnn1C1CCN(Cc2cccc(OCCO)c2)CC1)c1cccc(F)c1
  -0.1%	8%	9%	0.0%	i	1.9	2%	0.6	61	nt	i	23
CN(C)c1nc(-c2cccnc2)nc(-c2ccc(Cl)cc2)c1C#N
  -1.3%	5%	10%	3.1%	i	0.1	0%	-1.3	33	1.1	i	57
N#Cc1nc(-c2ccccc2)oc1NCCN1CCCCC1
  0.7%	11%	22%	-0.3%	i	0.8	4%	2.3	85	1.1	i	44
Nc1cccc(C(=O)Nc2ccco2)c1
  0.0%	6%	3%	-1.2%	i	2.3	10%	2.1	98	1.1	i	17
COc1cccc2c(C)c(C(=O)O)[nH]c12
  1.2%	7%	17%	1.6%	i	1.2	-10%	1.7	46	1	i	33
O=C(Nc1ccc(F)cc1)Nc1cnccn1
  2.2%[50 µM]	6%	2%	1.6%	i	0.9	3%	0.5	74	nt	i	59
CCc1nnc(NC(=O)c2ccc(OC)cc2)s1
  0.3%	3%	1%	0.4%	i	0.1	-3%	0.9	54	1.1	i	37
CN(C(=O)c1ccccn1)C1(C(=O)NC2CCCCC2)CCCCC1
  0.3%	3%	20%	1.2%	i	0.7	-4%	-1.0	92	1.1	i	18
O=C(O)CCCC(=O)N1N=C(c2c(-c3ccccc3)c3cc(Cl)ccc3[nH]c2=O)CC1c1cccs1 (stereo not given)
  0.1%	-1%	18%	-1.2%	i	0.9	15%	nt	nt	1	i	37
O=S(=O)(c1ccccc1Cl)N1CCCC1c1nc(-c2cccc(Cl)c2)no1 (stereo not given)
  -0.1%	3%	7%	7.3%	i	0.8	-8%	-0.7	71	1.1	i	34
O=c1c2cn[nH]c2[nH]c(=S)n1-c1ccccc1Cl
  0.2%	0%	7%	0.6%	i	0.2	-7%	2.0	42	1.2	i	10
COc1ccc(CC(=O)Nc2ccc(-c3cn4ccccc4n3)cc2)cc1
  6.2%	7%	11%	0.2%	?	nt	9%	0.0	32	1	i	27
CCC1S/C(=N/N=C/c2cccs2)NC1=O (stereo not given)
  0.0%	10%	7%	2.0%	i	1.0	19%	0.5	54	0.9	i	29
CCC(C(=O)OCC(=O)Nc1cccc(C(C)=O)c1)c1ccccc1 (stereo not given)
  0.0%	13%	12%	0.6%	i	0.2	-1%	1.9	87	1	i	35
O=C(Cc1cn2ccsc2n1)OCc1ccccc1
  0.7%	9%	7%	1.1%	i	0.7	0%	1.3	59	1	i	14
CC(=O)Nc1ccc(Cl)cc1C1COC(=O)C1=N (stereo not given)
  3.2%[50 µM]	5%	3%	2.5%	i	0.5	-32%	2.3	45	1.1	i	21

Exported as a markdown table: two of the compounds above.
| Molecule | UTI89 phage lysis | MgcRacGAP inhibition | Large T inhibition | RSV antiviral HEp-2 | Myeloid diff 2 | Myeloid diff 2 GFP+ MAC1+ % | Salmonella PhoP GFP | NTR1 agonist | NTR1 agonist cell count 20 µM | TNAP activators | T cell HTS | T cell HTS vesicle-bound % |
| --- | --- | --- | --- | --- | --- | --- | --- | --- | --- | --- | --- | --- |
| CCN(C[C@H]1N[C@@](C)(C(=O)OC)[C@H]2C(=O)N(Cc3ccccc3)C(=O)[C@@H]12)C(=O)c1ccc(F)cc1 | 0.1% | 6% | nt | nt | i | 1.8 | nt | -2.3 | 68 | nt | i | 50 |
| COc1ccc(OC)c(NC(=O)c2ccc(-c3cccs3)cc2)c1 | 0.3% | 5% | 0% | 15% | i | 0.6 | -2% | 0.8 | 86 | 1.1 | i | 57 |
